# Compound activity from PubChem BioAssay.
# ALOX12 inh = ALOX12 (human) lipoxygenase inhibition | AID 1671190 | purified 12hLO, xylenol orange hydroperoxide absorbance | 1.1% of 580,000 active | Potency, µM (titrated, usually from 108 µM), for the others: top-dose activity change, negative = inhibition, hits mostly inhibitors; active = well fitted inhibition curve with a large enough effect; inconclusive = small, poorly fitted or top-dose-only effect, or another doubt; inactive = no such curve, though single readings can be large or run the other way
# Target sequence (P18054 whole entry, looked up): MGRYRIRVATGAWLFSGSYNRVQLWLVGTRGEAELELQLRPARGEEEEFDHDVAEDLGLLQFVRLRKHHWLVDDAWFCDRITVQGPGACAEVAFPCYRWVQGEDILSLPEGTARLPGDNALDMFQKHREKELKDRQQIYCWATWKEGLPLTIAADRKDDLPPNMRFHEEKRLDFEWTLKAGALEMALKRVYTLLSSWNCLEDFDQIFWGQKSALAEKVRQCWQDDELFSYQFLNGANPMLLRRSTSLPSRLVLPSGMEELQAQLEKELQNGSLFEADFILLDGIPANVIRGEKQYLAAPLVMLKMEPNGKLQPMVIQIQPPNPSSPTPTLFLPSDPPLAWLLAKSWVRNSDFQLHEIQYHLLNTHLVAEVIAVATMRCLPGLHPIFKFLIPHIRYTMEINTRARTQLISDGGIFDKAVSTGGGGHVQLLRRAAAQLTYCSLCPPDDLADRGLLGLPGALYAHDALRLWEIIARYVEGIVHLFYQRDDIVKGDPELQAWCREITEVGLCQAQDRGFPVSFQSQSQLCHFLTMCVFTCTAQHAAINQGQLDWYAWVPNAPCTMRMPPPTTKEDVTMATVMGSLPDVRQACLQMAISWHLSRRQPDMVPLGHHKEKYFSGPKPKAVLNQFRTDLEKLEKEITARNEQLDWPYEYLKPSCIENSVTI
#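 Purified human 12hLO at 150 nM in 25 mM Hepes, 0.01% Triton X-100, pH 7.0, preincubated 15 min at room temperature with compound. Reaction started with 40 uM arachidonic acid, 30 min at room temperature. Hydroperoxide measured by Fe-xylenol orange, 573/405 nm absorbance ratio.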
# Starred values were filed as active, the others as inactive; ? = inconclusive; [ ] = dose if it differs, or a comment. % is set by controls: 0 for no effect and ±100 for the full control effect; potency is the fitted concentration of half-maximal effect. Not all compounds are listed (hit frequency here may not be typical).
ALOX12 inh | SMILES
? | COc1ccc(S(=O)(=O)NCC2CCCN(Cc3ccc(-c4ccco4)cc3)C2)cc1 (centres undefined)
29% | Cc1ccc(CNC(=O)N2CCCCCCNC(=O)CC2)cc1
7%[176 µM] | COC1CCCN(c2cc(-c3cccnc3)nc3c(C)noc23)C1 (centres undefined)
4%[6.33 µM] | O=C1N(c2ccccc2)c2ccccc2C12CCN(Cc1cncs1)C2 (centres undefined)
17% | O=C(NCc1ccccc1)N[C@H]1CO[C@H]2[C@@H]1OC[C@@H]2n1nnnc1Oc1ccc(-n2ccnc2)cc1
-10%[57.4 µM] | CC(C)OC(=O)c1cc(C(=O)OC(C)C)cc([N+](=O)[O-])c1
42%[activator] | Cc1cccc(OCC(=O)N2CC(C(=O)NCc3ccncc3)C3(CCOCC3)C2)c1 (centres undefined)
-12%[176 µM] | Cc1nnsc1C(=O)N[C@H]1CCN2C(=O)N(c3ccc(C(C)C)cc3)C(=O)[C@@H]2C1
16% | Cc1cc(C(=O)N2CCC(c3noc(C4CC4)n3)C2)nn1C (centres undefined)
6% | COc1ccc(CN2C(=O)COC[C@H]2C(=O)Nc2ccc3c(c2)OCCO3)c(OC)c1
41%[activator] | Cc1cccc(NC(=O)N2CCCCCC2CN2CCc3ccccc3C2)c1 (centres undefined)
-1% | COC(=O)[C@H]1C[C@@]2(C)c3ccccc3N(S(=O)(=O)c3ccccc3)[C@H]2N1C(=O)CNC1CCCCC1
30% | O=C(Nc1ccc(Cl)cc1)C1CCN(C(=O)c2ncn3c2COC(c2ccccc2)C3)CC1 (centres undefined)
22% | O=C(Cc1ccsc1)NC1CCCN(c2cc(-c3ccc(F)cc3)[nH]n2)C1 (centres undefined)
48%[activator] | CCCCNC(=O)CCN(CCCOC)C(=O)c1ccoc1
43%[activator] | CN(CCCN1CCOCC1)Cc1nc(-c2cccs2)no1
28% | CC(C)c1noc(CC2CCN(C(=O)Cc3ccsc3)CC2)n1
90%[activator] | c1nc2c([nH]1)CN(Cc1ccc(OCCCN3CCOCC3)cc1)CC2
? | O=C1COc2ccc(-c3cccc(O)c3)nc2CN1Cc1ccc(C(F)(F)F)cc1
21%[176 µM] | O=C(Nc1ccc([C@@H](O)[C@H]2COCC(=O)N2Cc2ccccn2)cc1)C1CC1

# Reformatted: 2 of the compounds above
O=C(Cc1ccsc1)NC1CCCN(c2cc(-c3ccc(F)cc3)[nH]n2)C1 (centres undefined)
  ALOX12 inh: 22%

O=C(NCc1ccccc1)N[C@H]1CO[C@H]2[C@@H]1OC[C@@H]2n1nnnc1Oc1ccc(-n2ccnc2)cc1
  ALOX12 inh: 17%

# (cont.)
ALOX12 inh | SMILES
83%[activator] | OC1(CNCc2csc3ccc(Cl)cc23)CNCCOC1 (centres undefined)
1% | CS(=O)(=O)N1CCC(c2nccn2Cc2ccncc2)CC1
17% | Cn1c(=O)n([C@H]2CCCN(C(=O)C3CC3)C2)c2ncccc21
28%[176 µM] | COCCNC(=O)[C@@H]1CCC[C@@H](NC(=O)C(C)(C)C)CN(C)C(=O)C1
48%[activator] | Cc1nnc(NC2CC(c3cc(=O)[nH]c(C4CC4)n3)C2)c2ccccc12 (centres undefined)
13% | COCCN1C(=O)[C@H]2C[C@@]13O[C@H](C1CCCCC1)N=C3CC1c3ccccc3C[C@@]12C (some centres undefined)
67%[activator] | COc1ccc2c(C)c(C(=O)N3CCCCC3c3cc(C)on3)oc2c1 (centres undefined)
27% | O=C(NCc1ccccc1Cl)C1CCN(C(=O)c2ncn3c2COC(c2ccc(F)cc2)C3)CC1 (centres undefined)
-15% | CCCc1noc(-c2cn(C3CCN(C(=O)c4ccc(F)c(F)c4)CC3)nn2)n1
58%[activator][176 µM] | Cc1cc2cc(-c3c(C)noc3C)nc(Nc3ccccn3)c2o1
-16%[176 µM] | CC[C@H]1CN(S(=O)(=O)c2ccc(OC)cc2)CC[C@H]1CC(=O)Nc1nccs1
0% | Cc1nc(C)c(C(=O)N2CC(Oc3ccc(-c4noc(-c5ccccc5)n4)cc3)C2)s1
77%[activator] | COc1ccc(CNC(=O)C[C@@H]2CCNC[C@@H]2Cc2cc(CN3CCOCC3)on2)cc1
45%[activator] | CN1C(=O)c2cccn2CC1CNC(=O)c1cc2ccccc2[nH]1 (centres undefined)
27% | COc1ccccc1-c1noc(CCC(=O)N2CCC(Cc3noc(C)n3)CC2)n1
? | Cc1ccc(S(=O)(=O)N[C@H](C)c2c(-c3ccc(F)cc3)noc2C(=O)O)cc1
34%[activator] | CCC(C)C(=O)NCc1cc2c(nc1OC)CN(CCc1ccccn1)C2=O (centres undefined)
52% | COc1ccc(N=C2S[C@H]3[C@H]([C@@H](O)[C@H](O)C[C@@H]3C(N)=O)N2Cc2ccc(F)cc2)cc1
70%[activator] | CNC(=O)[C@@H]1C[C@H](Oc2cccnc2)CN1C(=O)c1ccc(OC)nc1OC
-22%[22.9 µM] | O=C1NC2CCCCN2C12CCN(CCCN1c3ccccc3CCc3ccc(Cl)cc31)CC2 (centres undefined)
13%[176 µM] | COc1ccc2c(c1)CCN=C2C[C@H]1CN(C(=O)NC(C)C)CC[C@H]1CC(=O)O
5%[176 µM] | CN1CC(=O)N(c2ccccc2)Cc2c1ncnc2N1CCOCC1
53% | CCN1CCCC1CNC(=O)CCC1CCN(Cc2ccc(Cl)o2)CC1 (centres undefined)
-7% | COCCOc1ccc2c(n1)CCN(C(=O)CC1CCCCC1)C2
29% | COc1ccc(C(=O)N2CCCC(CO)CCNC(=O)CC2)c(OC)c1 (centres undefined)
2%[6.33 µM] | Cc1cccc(C)c1CN1CCCC12Cc1ccccc1CNC2=O (centres undefined)
18% | COc1cc(OC)cc(C(=O)N2CCC(n3cc(-c4nc(C)no4)nn3)CC2)c1
28% | CCC(C)NC(=O)C1COC2(CCN(C(=O)C3CCC3)CC2)N1C(=O)c1ccc(OC)cc1 (centres undefined)
8% | COc1ccc(C(=O)N2CCCN(S(=O)(=O)c3ccccc3)CCC(=O)NCC2)cc1F
15% | CCc1ccc(C(=O)N2CCC(Cc3nc(-c4ccc(OC)cc4)no3)CC2)cc1
42%[activator][176 µM] | CC1CCCN1c1ncnc2c1CN(c1cccnc1)C(=O)CN2C (centres undefined)
46%[activator] | COc1ccc(C(=O)N2C[C@@H](Oc3ccccc3)C[C@H]2C(=O)N2CCOCC2)cc1F
26% | Cc1nonc1CC(=O)NC1CC(c2cc(=O)[nH]c(C3CC3)n2)C1 (centres undefined)
-34% | CN1C(=O)C(C(Nc2ccccc2)c2ccc(Br)cc2)c2ccccc21 (centres undefined)
18% | O=C(NCc1ccc(F)cc1)c1nc(-c2ccc(Cl)cc2)c2ccccn12
18% | O=C(NC1CCc2nn(CC3CC3)c(=O)n2CC1)c1ccc(Cn2cncn2)o1 (centres undefined)
? | COCCCNc1ncnc2c1CN(C1CCNC1)C(=O)CN2C (centres undefined)
83%[activator] | COc1ccc(-c2cc(N3CCN(C(=O)c4cccc(F)c4)CC3)n[nH]2)cc1
-3% | COc1ccc(CCc2nc3nccc(-c4ccc(F)cc4OC)n3n2)cc1
28% | C[C@H](C(=O)NCCN1CCOCC1)C1CC[C@@]2(C)Cc3sc(NC(=O)CC(C)(C)C)nc3[C@@H](C)[C@@H]2[C@H]1O (some centres undefined)

# Ordered by number of heavy atoms (falling): 17 of the compounds above.
ALOX12 inh | SMILES
28% | C[C@H](C(=O)NCCN1CCOCC1)C1CC[C@@]2(C)Cc3sc(NC(=O)CC(C)(C)C)nc3[C@@H](C)[C@@H]2[C@H]1O (some centres undefined)
17% | O=C(NCc1ccccc1)N[C@H]1CO[C@H]2[C@@H]1OC[C@@H]2n1nnnc1Oc1ccc(-n2ccnc2)cc1
27% | O=C(NCc1ccccc1Cl)C1CCN(C(=O)c2ncn3c2COC(c2ccc(F)cc2)C3)CC1 (centres undefined)
-22%[22.9 µM] | O=C1NC2CCCCN2C12CCN(CCCN1c3ccccc3CCc3ccc(Cl)cc31)CC2 (centres undefined)
30% | O=C(Nc1ccc(Cl)cc1)C1CCN(C(=O)c2ncn3c2COC(c2ccccc2)C3)CC1 (centres undefined)
77%[activator] | COc1ccc(CNC(=O)C[C@@H]2CCNC[C@@H]2Cc2cc(CN3CCOCC3)on2)cc1
? | COc1ccc(S(=O)(=O)NCC2CCCN(Cc3ccc(-c4ccco4)cc3)C2)cc1 (centres undefined)
15% | CCc1ccc(C(=O)N2CCC(Cc3nc(-c4ccc(OC)cc4)no3)CC2)cc1
-15% | CCCc1noc(-c2cn(C3CCN(C(=O)c4ccc(F)c(F)c4)CC3)nn2)n1
-16%[176 µM] | CC[C@H]1CN(S(=O)(=O)c2ccc(OC)cc2)CC[C@H]1CC(=O)Nc1nccs1
18% | O=C(NCc1ccc(F)cc1)c1nc(-c2ccc(Cl)cc2)c2ccccn12
90%[activator] | c1nc2c([nH]1)CN(Cc1ccc(OCCCN3CCOCC3)cc1)CC2
42%[activator][176 µM] | CC1CCCN1c1ncnc2c1CN(c1cccnc1)C(=O)CN2C (centres undefined)
58%[activator][176 µM] | Cc1cc2cc(-c3c(C)noc3C)nc(Nc3ccccn3)c2o1
29% | Cc1ccc(CNC(=O)N2CCCCCCNC(=O)CC2)cc1
1% | CS(=O)(=O)N1CCC(c2nccn2Cc2ccncc2)CC1
83%[activator] | OC1(CNCc2csc3ccc(Cl)cc23)CNCCOC1 (centres undefined)

# (list continues)
ALOX12 inh | SMILES
-18% | CC(C)c1ccc(CN2C[C@H]3[C@H](C2)[S+](=O)([O-])C(C)(C)C(=O)N3Cc2ccccc2)cc1
50%[activator] | COc1ccc(OC2CCN(C(C)=O)CC2)c(C(=O)NCc2csc(C(C)C)n2)c1
15% | O=C(NCc1nc2ccccc2[nH]1)C1CC(=O)N(c2n[nH]c3ccccc23)C1 (centres undefined)
? | COc1ccc(-c2cn(C)c(=O)n3cc(COc4ccnn4C)nc23)cc1OC
8% | O=C1N2CCCC2CN1C1CCN([S+](=O)([O-])c2cccc(C(F)(F)F)c2)CC1 (centres undefined)
8% | COC(=O)[C@H](C(C)C)N1Cc2nnn(Cc3ccc(C)cc3)c2-c2cc(F)ccc2S1(=O)=O
18% | COc1ccc(CCN2C(=O)O[C@@H]3CN(S(=O)(=O)N4CCCCC4)C[C@@H]32)cc1
-5% | O=C(NCCC1=CCCCC1)c1cc2n(n1)CC(c1ccc(Cl)cc1)OC2 (centres undefined)
108%[activator] | N[C@@H](Cc1cnc[nH]1)C(=O)NCc1cccnc1Oc1ccc(F)cc1F
39% | O=C(c1ccc(F)c(Cl)c1)N1CCC2(CC1)CN(c1ccccc1)C2=O
22% | COc1ccc(-c2cc3c(=O)n(CCNC(=O)c4ccc(C)s4)ccn3n2)cc1
40µM* | O=C(CC1=CCCCC1)N1CCC(C2CCNC2)CC1 (centres undefined)
? | COCCCn1c(=O)[nH]c2cccnc21
-5% | COc1ccccc1-c1ccc([C@@H]2C[C@H]3[C@H](CON3C)CN2CC2CCCCC2)cc1
2% | CC(C)CC(=O)N1CC(c2nnc(C(C)C)o2)C2(CCOCC2)C1 (centres undefined)
48% | C[S+](=O)([O-])c1cccc(-c2ncc3c(n2)OCCN(Cc2ccc(F)cc2F)C3=O)c1
44%[activator] | COc1ccc(S(=O)(=O)N2CCN(C(=O)c3csc(C)n3)CC2)cc1
10% | COc1ccccc1C(=O)N1CCCc2nc(C)nc(-c3ccc(O)cc3)c2C1
-2% | O=C(NC1CCN(Cc2ccccc2)CC1)c1cccc2c1CCN2C(=O)c1ccccc1
1%[6.33 µM] | COCCNC(=O)c1cc(C)nc2onc(C3CCNC3)c12 (centres undefined)
3% | O=C1CCCCC(CNC(=O)c2ccc(F)cc2)N1 (centres undefined)
8% | CCNC(=O)N1CCCC(Cn2c(C3CC3)nc3cccnc32)C1 (centres undefined)
43%[activator] | COCCOC1CN(C2CCN(C(=O)c3ccc(C#N)cc3)CC2)C12CCCCC2 (centres undefined)
143%[activator] | CN(CC1CCN(CCc2cccc(F)c2)CC1)C(=O)[C@@H](N)Cc1cnc[nH]1
-8%[176 µM] | CN(C)c1ncc2c(n1)C(C)(C(=O)NCc1cccc(F)c1)CCC2 (centres undefined)
1%[6.33 µM] | COc1ccc(OC2CN([S+](=O)([O-])c3ccccc3)C2)cc1
49%[activator] | COc1ccc(NC(=O)CC2CCCCN(C)C2=O)cc1C(F)(F)F (centres undefined)
10% | CCCCCCCCN1C(=O)[C@@H](CC(=O)NCCc2ccccc2OC)C[C@@]2(C(=O)OC)C1=C[C@H](COCc1ccccc1)O[C@@H]2C
5%[6.33 µM] | O=C(c1c[nH]c2ccccc12)N1CCC2(COc3ccncc3S(=O)(=O)N2)C1 (centres undefined)
26% | O=C(NCCc1ccccc1)C1c2ccccc2C(=O)N(Cc2ccccc2)C12CCCC2 (centres undefined)
31% | CC(=O)N1CCCC1c1nc(C2CN(S(=O)(=O)c3cccnc3)C2)no1 (centres undefined)
16% | COc1ccc(CN2CCCC(n3cc(C(=O)N4CCCCC4)nn3)C2)cc1OC (centres undefined)
-13% | CC(=O)N1C[C@@H]2CCCN3CCC[C@@H]([C@H]23)[C@H]1CCCC(=O)Nc1ccccc1
-19% | O=C1c2ccccc2C2Cc3nnccc3CN12 (centres undefined)
60%[activator] | CCN(CC)Cc1nnc2cc(-c3nc(-c4ccccc4)no3)ccn12
28% | CN1CC(=O)N(c2ccccc2F)Cc2c(NCc3ccc4c(c3)OCO4)ncnc21
85%[activator][176 µM] | CCN(CC)Cc1nc(C2(O)CCN(C(=O)CCc3ccccc3)CC2)cs1
26% | O=C(O)CCC(=O)N1Cc2ccccc2CC2(CCCN(Cc3ccccn3)C2)C1 (centres undefined)
3% | COCCN1CCC2(CCC1=O)CCN(C(=O)Nc1ccc(C(=O)OC)cc1)CC2
2% | COc1cc(=O)n2c(c1C(=O)N(C)Cc1ccsc1)CCN(Cc1cnn(C)c1C)CC2
? | CN(C)c1nc(-c2ccncc2)nc2c1CCN(C(=O)c1cc(=O)[nH]c(=O)[nH]1)C2
15% | O=S(=O)(c1cc(F)ccc1F)N1CCCC1c1nncn1Cc1ccncc1 (centres undefined)
-9%[176 µM] | O=C(NCC1CN(Cc2cccc(O)c2)CC12CN(c1ccccc1)C2)c1ccccc1 (centres undefined)
